Assay outcomes from PubChem.
SENP8 block-1 – inhibitors of human SENP8 protease; purified SENP8, Z-RLRGG-aminoluciferin cleavage, luminescence; Q96LD8; inhibition, % at 10 µM; AID 2540; actives 1.2% (n = 330,000); in the data active = inhibition above about 50%
Target sequence (Q96LD8 whole entry, looked up): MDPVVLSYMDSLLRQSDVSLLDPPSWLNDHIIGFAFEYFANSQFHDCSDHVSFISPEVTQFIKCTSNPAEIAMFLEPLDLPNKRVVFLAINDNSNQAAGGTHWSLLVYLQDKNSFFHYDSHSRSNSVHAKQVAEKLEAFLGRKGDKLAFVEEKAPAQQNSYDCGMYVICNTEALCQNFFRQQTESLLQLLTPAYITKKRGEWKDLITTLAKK
SENP6 block – inhibitors of human SENP6 protease. inhibition, % at 10 µM. AID 2599. Recombinant SENP6 catalytic domain, aminoluciferin luminescence. Q9GZR1. actives 1.8% (n = 330,000);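 active = inhibition above about 50% at the single tested dose, limit read from the data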;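 also: plate controls were DMSO wells with enzyme for no effect and DMSO wells lacking enzyme for full effect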
Apaf1 inhib – blocks human Apaf-1 apoptosome activity | inhibition, % at 20 µM | AID 489030 | actives 0.71% (n = 330,000) | O14727 | reconstituted apoptosome caspase-3 activity, DEVD-Rh110 fluorescence; active = inhibition of at least 40% at 20 µM;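 also: plate controls were DMSO wells for no effect and DEVD-CHO caspase inhibitor wells for full effect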
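Material: reconstituted apoptosome with Apaf-1, cytochrome c, caspase-9, procaspase-3, dATP; medium: pH 7.5 Hepes buffer with CHAPS, BSA, DTT; also added: cytochrome c and DEVD-Rh110 substrate; timing: 30 min plus 50 min, RT; signal: Rh110 fluorescence intensity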
PfG6PD inh – PfG6PD (Plasmodium falciparum) enzyme inhibition. PfGluPho enzyme, NADPH resazurin-diaphorase fluorescence. inhibition, % at 20 µM. actives 0.78% (n = 350,000). AID 504690;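 active = inhibition reaching at least a set limit at 20 µM in the primary screen, cut at about 59% in these data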;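 also: 0% = DMSO wells with substrate and 100% = DMSO wells lacking glucose-6-phosphate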
HKDC1 inhibitor – blocks human hexokinase HKDC1 activity; Q2TB90; recombinant HKDC1, G6PDH/diaphorase resazurin coupled fluorescence; inhibition, % at 20 µM; actives 0.16% (n = 340,000);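 active = inhibition above about 35% when tested at 20 µM, limit read from the data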;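 also: plate controls were DMSO wells with enzyme for no effect and DMSO wells lacking enzyme for full effect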
Target sequence (Q2TB90 whole entry, looked up): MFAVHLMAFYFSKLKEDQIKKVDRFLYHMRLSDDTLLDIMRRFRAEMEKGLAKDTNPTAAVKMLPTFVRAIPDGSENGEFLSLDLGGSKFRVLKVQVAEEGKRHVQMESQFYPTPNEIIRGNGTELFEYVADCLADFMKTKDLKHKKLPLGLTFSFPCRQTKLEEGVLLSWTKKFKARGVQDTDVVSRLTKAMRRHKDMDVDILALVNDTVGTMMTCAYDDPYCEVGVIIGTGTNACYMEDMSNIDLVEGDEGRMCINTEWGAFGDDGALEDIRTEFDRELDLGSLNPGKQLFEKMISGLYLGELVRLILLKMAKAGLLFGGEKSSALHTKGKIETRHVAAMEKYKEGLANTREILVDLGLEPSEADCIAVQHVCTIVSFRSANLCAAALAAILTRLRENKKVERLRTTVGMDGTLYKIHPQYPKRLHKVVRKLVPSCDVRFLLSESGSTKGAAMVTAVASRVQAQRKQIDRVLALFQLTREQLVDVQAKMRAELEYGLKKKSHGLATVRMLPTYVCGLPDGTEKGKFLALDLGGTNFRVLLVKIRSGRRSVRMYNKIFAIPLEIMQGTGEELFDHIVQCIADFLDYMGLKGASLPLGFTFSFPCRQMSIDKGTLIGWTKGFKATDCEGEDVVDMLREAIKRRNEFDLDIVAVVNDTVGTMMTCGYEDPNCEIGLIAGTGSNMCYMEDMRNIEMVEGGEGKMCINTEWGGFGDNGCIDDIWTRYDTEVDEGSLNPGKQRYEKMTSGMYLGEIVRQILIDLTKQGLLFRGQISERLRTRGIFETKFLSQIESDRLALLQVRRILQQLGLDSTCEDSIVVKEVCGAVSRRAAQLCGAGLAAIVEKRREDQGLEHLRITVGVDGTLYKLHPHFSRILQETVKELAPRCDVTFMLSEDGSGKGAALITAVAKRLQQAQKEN
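Test system: recombinant HKDC1 (HK5) hexokinase enzyme, produced in-house / Doses: 20 µM test compound, 1% DMSO / Timing: 90 min, room temperature / Detection: G6PDH/diaphorase-coupled fluorescence, 1 mM NADP, 100 µM resazurin, 525/613 nm / Control set: DMSO wells with and without enzyme mix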
NALP3 yeast inh – NALP3 inhibition in yeast; Yeast reconstituted NLRP3/ASC/caspase-1, beta-gal luminescence, 24 h; inhibition, % at 10 µM; actives 0.39% (n = 330,000);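 active = inhibition of 50% or more; inactive = inhibition below 50%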;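 also: plate controls were induced DMSO wells for no effect and uninduced yeast grown without galactose for full effect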
SENP8 block-2 – inhibitors of human SENP8 protease | Q96LD8 | recombinant SENP8, Nedd8 substrate fluorescence | inhibition, % at 20 µM | actives 0.64% (n = 360,000) | AID 602440; in the data active = inhibition mostly above about 40%, no sharp cut-off; inactive = mostly below about 27%
SENP1 FRET inh – blocks the human SENP1 SUMO protease catalytic domain; Q9P0U3; recombinant SENP1 catalytic domain, CyPet-SUMO1-YPet FRET cleavage; inhibition, % at 10 µM; actives 0.21% (n = 360,000);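 active = inhibition at least 30% at 10 µM, raw YFP signal under a set limit, fluorescence ratio 0.5 to 1.5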;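 also: 0% = enzyme with DMSO and 100% = no enzyme wells; some results filed as inactive read as strong as hits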
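material = recombinant human SENP1 catalytic domain, His6-tagged | quantity = 20 pM enzyme | reagent = 25 nM SUMO1 FRET substrate | compound dosing = 10 µM single point, 0.5% DMSO | timing = 50 min enzyme reaction, room temperature, light-protected | detection = FRET, CFP and YFP emission | control set = no-enzyme low, enzyme-DMSO high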
SENP7 inh – inhibitors of human SENP7 protease; Q9BQF6; recombinant SENP7, Z-RLRGG-aminoluciferin luminescence, 40 min; inhibition, % at 5 µM; actives 1.5% (n = 330,000); AID 434973;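 active = inhibition above about 50% at the single test dose, limit read from the data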;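 also: plate controls were DMSO with enzyme for no effect and no enzyme buffer wells for full effect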
Numbers without * were called inactive; / = no result given.

SMILES	SENP8 block-1	SENP6 block	Apaf1 inhib	PfG6PD inh	HKDC1 inhibitor	NALP3 yeast inh	SENP8 block-2	SENP1 FRET inh	SENP7 inh
C=C(C)[C@@H]1CC[C@]2(C(=O)O)CC[C@]3(C)[C@H](CC[C@@H]4[C@@]5(C)CC[C@H](O)C(C)(C)[C@@H]5CC[C@]43C)[C@@H]12	10	-4	-23	-10	2	43	-2	0	-7
C=CCN1C(=O)CSC1=Nc1ccc(C(=O)O)cc1	-20	9	0	7	2	-3	14	1	13
COc1ccc(C2C(C(=O)O)CC(=O)N2C2CCCCC2)cc1 (stereo not given)	-11	4	-3	-2	-14	12	13	2	-4
O=C(CCc1nnc2ccc(NCc3ccccc3Cl)nn12)NC1CCCCC1	6	-4	10	-8	1	6	-4	-10	4
N#CC1=C(N)OC(c2ccccc2)=C(C#N)C1c1ccc2c(c1)OCO2 (stereo not given)	2	-9	11	0	8	-16	-60	-6	0
CC1=NN(c2ccccc2)C(=O)/C1=C\c1ccc(Br)s1	2	20	96*	11	18	6	17	1	44
C#CCOCCOCCOCCNc1nc(N2CCN(C(=O)[C@H](CCCCN)n3cc([C@@H](N)[C@H](C)CC)nn3)CC2)nc(N2CCN(C(=O)[C@H](CCCCN)n3cc([C@@H](N)CC(N)=O)nn3)CC2)n1	0	-5	44*	-1	-10	14	25	1	-4
CC1CCCN(CC(O)CN)C1 (stereo not given)	-4	-5	7	9	-6	19	14	1	-13
COc1ccc(NC(=S)NC(NC(=O)c2cccc(C)c2)C(Cl)(Cl)Cl)c([N+](=O)[O-])c1 (stereo not given)	-4	-12	12	21	10	16	42*	3	0
Cn1c(=O)oc2cc(S(=O)(=O)N3CCCC(C(=O)NCc4cccs4)C3)ccc21 (stereo not given)	9	6	0	-9	-1	16	8	1	-2
COc1ccc(S(=O)(=O)N2CCN(C(=O)c3cc(-c4ccccc4OC)n[nH]3)CC2)cc1	-15	-11	5	14	4	7	19	1	-13
C=CCn1c(CNS(=O)(=O)c2ccc(Br)cc2)n[nH]c1=S	1	1	-2	23	-7	1	8	0	2
O=C(CSc1nc2ccsc2c(=O)n1CC1CCC(C(=O)O)CC1)NCCc1ccc(Cl)cc1 (stereo not given)	0	-7	1	11	-5	1	3	1	4
COc1ccccc1NC(=O)NNC(=O)c1ccc(-c2ccccc2)cc1	-5	-9	22	18	-2	12	-7	0	-5
CCCn1c(SCC(=O)Nc2cc(Cl)ccc2OC)nc(O)cc1=O	2	-6	-3	-25	7	14	19	1	-1
O=C(Cc1cccs1)Nc1ccc(-c2nc3ccccc3[nH]2)cc1	17	59*	6	6	-1	-4	-399	3	84*
N#Cc1nc(-c2ccccc2Cl)oc1N1CCN(C(=O)c2ccco2)CC1	-4	0	5	-2	0	24	-465	-2	3
CCc1ccc(NC(=O)c2cc(CC(C)C)on2)cc1	-8	2	-2	3	-1	15	-1	2	6
CCn1cc(C(=O)N(CCC(C)C)c2c(N)n(Cc3ccccc3)c(=O)[nH]c2=O)c(=O)c2ccc(C)nc21	0	9	12	-6	-2	8	-1	-5	4
Cc1cc(C(=O)Nc2ccncc2)ccc1[N+](=O)[O-]	-1	0	-4	-7	2	23	11	1	0
CCOC(=O)N1CCN(C(=O)Nc2cccc(Cl)c2)CC1	-4	-14	-11	12	16	-5	14	4	0
Cc1cccc(N=C2NN=C(c3c[nH]c4ccccc34)CS2)c1	-5	5	9	15	-3	1	-14	-7	-1
COc1ccc(C(=O)N2CCc3cc(OC)c(OC)cc3C2c2cccc([N+](=O)[O-])c2)cc1OC (stereo not given)	4	10	18	-23	11	11	38	1	6
Cc1nc2ccccc2n1CCC(=O)O	4	-1	5	-4	1	-6	20	-21	14
Cc1cc(C)n2nc(C(=O)N/N=C/c3ccc(Cl)cc3)nc2n1	-2	-13	-11	-7	-4	2	3	4	0

Sorted by value in SENP1 FRET inh (largest number first): three from the list above
smiles | SENP6 block | PfG6PD inh | HKDC1 inhibitor | NALP3 yeast inh | SENP1 FRET inh | SENP7 inh
Cc1cc(C(=O)Nc2ccncc2)ccc1[N+](=O)[O-] | 0 | -7 | 2 | 23 | 1 | 0
Cc1cccc(N=C2NN=C(c3c[nH]c4ccccc34)CS2)c1 | 5 | 15 | -3 | 1 | -7 | -1
Cc1nc2ccccc2n1CCC(=O)O | -1 | -4 | 1 | -6 | -21 | 14

The results go on:
SMILES	SENP8 block-1	SENP6 block	Apaf1 inhib	PfG6PD inh	HKDC1 inhibitor	NALP3 yeast inh	SENP8 block-2	SENP1 FRET inh	SENP7 inh
COc1ccccc1NS(=O)(=O)c1cccc2nsnc12	-1	-1	-8	26	-4	-28	22	0	5
Cc1ccccc1-n1nnnc1SCC(=O)NCC1CCCO1 (stereo not given)	-9	6	-5	4	-7	4	4	0	-9
C=CCOc1c(Br)cc(CNc2ccc(NC(=O)C(C)C)cc2)cc1OCC	-6	-19	24	39	3	2	-40	-1	-6
Cn1c(=O)c2c(O)cc(=O)[nH]c2n(-c2ccccc2)c1=O	-3	-7	1	-5	0	4	12	1	-5
COC(=O)c1cccc(C23CC4(C2)[C@H](CN(Cc2cccnc2)[C@@H]4c2ccccc2)C3c2ccccc2)c1 (stereo not given in full)	5	-9	16	-2	1	6	8	-1	-2
CC(C)Oc1ccccc1C(=O)NC(CO)C(=O)O (stereo not given)	0	-12	-9	6	-10	24	5	0	-8
O=S(=O)(CCSc1ccc(C(F)(F)F)cn1)c1ccccc1	-2	-7	-16	-10	3	2	6	0	1
CC1=NNC(=O)C1CC(=O)N/N=C/c1ccc(C)o1 (stereo not given)	4	0	-3	8	-2	24	10	1	2
O=c1[nH]c2ccccc2c(O)c1SCCO	-6	5	-12	-12	-9	-5	-65	1	4
Nc1nc(F)nc2c1ncn2[C@@H]1O[C@H](CO)[C@@H](O)[C@H]1O	1	6	-7	10	-4	15	7	2	4
Cc1ccc2c(Cl)c(C)c(N3CCOCC3)nc2n1	/	/	/	-3	-2	/	-177	0	/
CC(=O)Nc1ccc(S(=O)(=O)NCC2CCC(C(=O)NCCC(C)C)CC2)cc1 (stereo not given)	0	16	16	-1	-7	6	11	0	3
CC(=O)Nc1ccc(S(=O)(=O)Nc2nc3cc4c(cc3nc2Cl)OCCO4)cc1	1	-12	-13	-30	-1	2	-440	-96	8
NC(=S)Nc1nccc(-c2cccs2)n1	-4	-1	4	9	-2	14	14	4	8
CC(C)(C)NC(=O)CSc1nnc(-c2ccccn2)n1Cc1ccccc1	2	-21	-18	-1	-5	5	8	1	4
CC(=O)N1CCc2cc(S(=O)(=O)C(C)CC(=O)Nc3ccc(OC(F)(F)F)cc3)ccc21 (stereo not given)	8	5	4	12	-5	-15	5	0	1
CCn1c(-c2ccccc2Cl)nn(CC(=O)Nc2cc(Cl)ccc2Cl)c1=S	2	-5	10	2	0	-4	18	1	17
Cn1c(SCc2ccc(Cl)cc2)nc(C(F)(F)F)cc1=O	-5	-4	14	6	2	3	15	1	-7
CC(=O)c1ccc(S(=O)(=O)Nc2cccc(-c3ccc(N4CCOCC4)nn3)c2)cc1	-3	16	0	-10	2	6	-9	1	-4
COc1ccc(S(=O)(=O)Nc2cc3c(cc2C(C)=O)OCO3)cc1	-5	-12	7	6	9	21	3	-3	-3
COc1cccc(OC)c1NC(=O)Cn1nc(C)c2ccccc2c1=O	-8	5	-4	8	-7	12	21	0	2
Cc1noc(COc2ccc(OCc3nc(C)no3)cc2)n1	3	9	-19	-3	-1	23	13	3	4
CC1CCCCC1NC(=O)CN(C)S(=O)(=O)c1ccc2c(c1)CCC(=O)N2 (stereo not given)	-2	-13	-21	-4	-1	18	12	2	-1
COc1cccc(C2c3[nH]c4ccccc4c3C[C@H]3C(=O)N(CCCO)CC(=O)N23)c1OC (stereo not given in full)	2	-32	6	3	-4	5	19	-4	3
O=C(Nc1nc2ccccc2[nH]1)C1CCCC1	1	6	-7	-14	-8	13	8	3	26

(further entries)
SMILES	SENP8 block-1	SENP6 block	Apaf1 inhib	PfG6PD inh	HKDC1 inhibitor	NALP3 yeast inh	SENP8 block-2	SENP1 FRET inh	SENP7 inh
Cc1c(C(=O)N(C)c2cccc(Cl)c2)cnn1-c1ccccc1	-5	17	9	10	-5	-12	4	-1	-15
O=C(CCNS(=O)(=O)c1cccs1)N1CCc2ccccc2C1	4	5	14	-6	-7	2	34	2	-7
CCC(=O)N1CCc2cc(S(=O)(=O)CCC(=O)N3CCN(c4ccccc4F)CC3)ccc21	-1	17	9	-14	-6	-5	20	3	4
CCC1CN(C(=O)N2CCC(C(=O)NCc3ccccc3OC)CC2)c2ccccc2O1 (stereo not given)	9	13	5	-13	4	3	10	2	4
Cc1ccc(NC(=O)CCn2nc([N+](=O)[O-])cc2C)nc1	-3	1	-7	2	-9	7	-1	-1	-1
C=CCN(CC=C)CC(O)Cn1c2ccccc2c2ccccc21 (stereo not given)	-3	-23	7	11	-9	12	5	0	2
COC(=O)/C=C/c1c(C)nc(NCc2ccccc2)nc1Cl	-4	-5	6	-8	-4	22	-222	-19	-1
CC1CCCCN1S(=O)(=O)c1ccc2c(c1)oc(=O)n2CC(=O)O (stereo not given)	-4	0	-1	4	0	6	22	2	7
COc1ccc(-c2oc(=O)c3cc(OC)c(OC)cc3c2-c2ccc3c(c2)OCO3)cc1	29	40	14	-1	-1	1	-210	2	23
CCCc1ccc(-c2cc(C(=O)NCCc3ccc(S(N)(=O)=O)cc3)c3ccccc3n2)cc1	-12	4	0	14	-6	23	-47	3	-4
O=C(COc1ccccc1)OCc1cc2ccccc2[nH]c1=O	-12	-29	-1	0	3	-1	-12	2	-6
C[N+]12CCCCC1[C@@H](CO)CCC2 (stereo not given in full)	10	15	-13	-13	-7	4	18	1	16
CCCOC(=O)C1[C@H]2C(=O)N(CC3CCCO3)C[C@]23C=C[C@H]1O3 (stereo not given in full)	-1	-20	-5	-10	-5	4	7	2	4
COc1ccccc1/C=C/C(=O)OCC(=O)NC1CCCCCC1	-5	-12	10	12	-3	14	-179	3	5
Cc1noc(/C=C/c2cccs2)c1S(=O)(=O)N1CCC(C(=O)NCCCN2CCC(C)CC2)CC1	-1	-25	40*	-7	-7	5	1	-1	-5
COCCNC(=O)CN(C(=O)Cn1nnc2ccccc21)c1cccc(C)c1C	2	4	1	-5	-9	0	3	0	3
O=C(c1ccc(Oc2ccc(C(F)(F)F)cc2[N+](=O)[O-])cc1)N1CCOCC1	-4	-20	0	-15	-9	14	14	0	5
CC(C)(C)c1ccc(OCCNC(=O)Cc2ccc(F)cc2)cc1	-4	-2	8	13	-4	15	12	2	2

Just Apaf1 inhib, NALP3 yeast inh and SENP6 block, for four of the compounds above:
compound | Apaf1 inhib | NALP3 yeast inh | SENP6 block
N#Cc1nc(-c2ccccc2Cl)oc1N1CCN(C(=O)c2ccco2)CC1 | 5 | 24 | 0
CCCn1c(SCC(=O)Nc2cc(Cl)ccc2OC)nc(O)cc1=O | -3 | 14 | -6
Cn1c(=O)oc2cc(S(=O)(=O)N3CCCC(C(=O)NCc4cccs4)C3)ccc21 (stereo not given) | 0 | 16 | 6
CC1CCCN(CC(O)CN)C1 (stereo not given) | 7 | 19 | -5
